# HEK293 NOD2/NF-kB: inhibition of NOD2-driven NF-kB reporter – cell-based, luminescence, uHTS, HEK293 (AID 1566). HEK293 NOD2/NF-kB luciferase reporter, luminescence; higher % means a stronger effect. inhibition, % at 4 µM, or EC50 in µM where a hit was titrated. hit rate 0.63% among 290,000; also: many of its hits are not listed in these tables
# Yfh1-off respiration: enhancers of respiration in Yfh1-depleted yeast, dose response, Friedreich's ataxia, plus single-dose screen (AID 1465). S. cerevisiae Yfh1-off respiration, WST-1 reduction, 72 h; higher fold induction means a stronger effect. fold induction at 50 µM; hits with a dose series show EC50 in µM. hit rate 0.074% among 220,000;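 active = fold induction of absorbance versus untreated yeast above a set limit, then at least 30% activation at any dose in follow-up; inconclusive = repeats straddling the limit, or above it without dose testing; inactive = fold induction below the set limit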;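 also: activators that raise dye reduction in frataxin-depleted yeast; strong numbers were not always called active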
# KOR beta-arrestin-1: KOR antagonists, beta-arrestin recruitment, cell-based, luminescence, uHTS (AID 1778); KOR beta-arrestin recruitment, luminescence, antagonist mode; higher % means a stronger effect; inhibition, % at 10 µM, or IC50 in µM where a hit was titrated; hit rate 0.091% among 290,000; also: strong numbers were not always called active
# KOR beta-arrestin-2: KOR agonists, beta-arrestin recruitment, primary screen, cell-based, luminescence, uHTS (AID 1777); KOR beta-arrestin recruitment, luminescence; higher % means a stronger effect; activation, % at 10 µM, or EC50 in µM where a hit was titrated; hit rate 0.02% among 280,000; in the data active = activation above about 50%, passing the limit was not always enough; also: a part of the inactive calls stands beside numbers as strong as those of hits
# HIV fusion peptide: cell-free HIV fusion peptide-binding blockers – biochemical, uHTS, fluorescence dequenching, primary screen (AID 1986). cell-free peptide binding, fluorescence dequenching, 30 min; higher % means a stronger effect. one-dose inhibition, % at 20 µM; IC50 in µM for titrated hits. hit rate 0.3% among 290,000; in the data active = inhibition mostly above about 52%, no sharp cut-off; inactive = mostly below about 76%; also: some results filed as inactive read as strong as hits
# AID2073: inhibitors of Mint1-CaV2.2 protein interaction, biochemical, HTRF (AID 2073). HTRF protein-protein interaction, Mint1-CaV2.2; higher % means a stronger effect. one-dose inhibition, % at 20 µM; IC50 in µM for titrated hits. hit rate 0.19% among 290,000; in the data active = inhibition mostly above about 51%, no sharp cut-off; inconclusive = no clear call, values can overlap the other calls; inactive = mostly below about 53%; also: some results filed as inactive read as strong as hits
# West Nile virus CPE: West Nile virus antiviral activity, cell-based, CPE readout (AID 1621); West Nile virus-infected cells, CPE inhibition; higher % means a stronger effect; one-dose CPE inhibition, % at 10 µM; IC50 in µM for titrated hits; hit rate 0.02% among 290,000; in the data active = a potency from the dose series; inconclusive = CPE inhibition mostly from about 3.7% at the one dose, without a potency; inactive = the rest, 99 in 100 with CPE inhibition below about 2.2%; also: strong numbers were not always called active
# NOD1 NF-kB reporter: NOD1 signaling inhibitors, primary screen, cell-based, luminescence, uHTS (AID 1578) | NOD1-driven NF-kB luciferase reporter cells, luminescence; higher % means a stronger effect | one-dose inhibition, % at 4 µM; EC50 in µM for titrated hits | hit rate 1% among 290,000; in the data active = inhibition mostly above about 36%, no sharp cut-off; inactive = mostly below about 34%;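 also: HEK-293T reporter cells stimulated with the NOD1 agonist gamma-tri-DAP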
# NS5 inhibitors: Dengue-2 NS5 methyltransferase inhibitors, primary screen, biochemical, confirmation dose response (AID 588689). inhibition, % at 25 µM; hits with a dose series show IC50 in µM. hit rate 0.3% among 340,000. Dengue-2 NS5 methyltransferase capping enzyme assay, biochemical; higher % means a stronger effect; in the data active = a potency from the dose series; inconclusive = inhibition above about 29% without an active follow-up result
# Starred values were filed as active, the others as inactive; i = inactive; u = inconclusive; x = not tested or not shown; [ ] = remark or other dose. Rule as the data show it, unless noted: active = inhibition above about 50%; inactive = the rest.
SMILES,HEK293 NOD2/NF-kB,Yfh1-off respiration,KOR beta-arrestin-1,KOR beta-arrestin-2,HIV fusion peptide,AID2073,West Nile virus CPE,NOD1 NF-kB reporter,NS5 inhibitors
O=C1OC(N2CCN(C(=O)C3CCCO3)CC2)c2ccccc21 (configuration not stated),-7%,i,-9%,0.5%,1.0%,-7%,0.1%,-5%,-7%
CC(C(=O)NCc1ccccc1)N(Cc1ccccc1Cl)C(=O)c1snc(C(N)=O)c1N (configuration not stated),6%,x,-19%,-3.7%,1.8%,-6%,-0.5%,-21%,2%
Cc1ccc(S(=O)(=O)N2CCCC2)cc1C(=O)NCCN1CCOCC1,14%,x,-14%,-2.5%,-0.9%,33%,-0.4%,-14%,1%
Cc1ccc(SCCC(=O)Nc2c(C)n(C)n(-c3ccccc3)c2=O)cc1,3%,i,-17%,3.2%,0.9%,9%,-1.0%,-24%,7%
Cc1ccc(/C=C/C(=O)NCc2ccco2)o1,-12%,i,-13%,0.1%,24%,61%,-0.4%,-29%,x
CC1CCC(NC(=O)CCNS(=O)(=O)c2ccccc2)CC1 (configuration not stated),-8%,x,-13%,-0.5%,2.0%,-1%,0.1%,-39%,-3%
Cc1cc(=O)oc2cc(OC(C(=O)O)c3ccccc3)ccc12 (configuration not stated),2%,x,4%,0.7%,-0.5%,9%,-0.6%,-12%,-11%
Cc1ccc(C(=O)NCCC(=O)N2CCC3(CC2)NCCc2[nH]cnc23)cc1C,17%,x,13%,0.7%,0.7%,-1%,-0.1%,25%,2%
O=C(c1ccc2nc(N3CCOCC3)sc2c1)N1CCN(C(=O)c2ccco2)CC1,7%,i,-12%,4.7%,-1.8%,-2%,-0.1%,-12%,0%
Cc1ccc(NC(=O)C2COc3ccccc3O2)cc1 (configuration not stated),-44%,x,-19%,6.4%,-0.6%,0%,0.1%,-2%,-6%
CC(C)Oc1cc(O)c2c(=O)c(-c3ccc(O)cc3)coc2c1,-119%,i,8%,-0.4%,-1.7%,4%,-0.2%,-31%,1%
CCC(C)(C)NC(=O)C(c1ccccc1Cl)N(C(=O)CCC(=O)Nc1cc(C)on1)c1ccc(NC(C)=O)cc1 (configuration not stated),7%,x,1%,-5.4%,-1.4%,11%,-0.4%,5%,-4%
CC(=O)Nc1ccc(Nc2cc(C)nc3c(-c4ccccc4)c(C)nn23)cc1,18%,i,5%,-2.1%,-4.3%,21%,-0.1%,-10%,1%
CCOc1ccccc1NC(=O)Nc1ccc(CC#N)cc1,15%,i,-16%,-1.4%,0.7%,2%,0.0%,-6%,-8%
COc1ccc(/C=C2/C(=O)ON=C2C)cc1Br,6%,x,-13%,6.7%,-3.3%,0%,1.4%,-5%,18%
CCn1c2ccc(Cl)cc2c2nc3ccccc3nc21,4%,i,16%,-2.1%,-1.0%,10%,-0.3%,-18%,x
Cc1ccc(-c2[nH]ncc2/C=N/n2c(COc3ccccc3)nc3ccccc3c2=O)cc1,16%,i,-22%,-0.3%,0.5%,3%,0.0%,-1%,3%
COc1ccc(CC(=O)NCC2CCCN(Cc3cc(OC)cc(OC)c3)C2)cc1 (configuration not stated),6%,x,7%,-1.0%,1.3%,-2%,-1.5%,-3%,3%
COc1ccc(/C=C/C(=O)Nc2c(C(=O)O)[nH]c3ccccc23)cc1OC,6%,i,-26%,-0.1%,6.0%,1%,0.1%,-8%,-4%
Cc1ccc(NC(=O)CN(C)S(=O)(=O)c2ccc(Br)s2)cc1F,2%,i,-28%,3.7%,-1.6%,-4%,-0.9%,4%,-8%
Cc1ccc(C)c(S(=O)(=O)N/N=C/c2cccnc2)c1,14%,i,-25%,-0.3%,-1.3%,-32%,0.3%,17%,2%
Nc1nnnn1/N=C/c1ccccc1OCc1ccc(Cl)cc1,-13%,i,-25%,0.0%,2.4%,0%,-0.3%,-16%,-14%
Cn1c(=O)c2cnc(N3CCOCC3)nc2n(C)c1=O,22%,x,-24%,2.8%,2.4%,5%,x,16%,x
CNC(=O)COC(=O)[C@@H](Nc1ccc(S(=O)(=O)N2CCOCC2)cc1[N+](=O)[O-])C(C)C,12%,i,12%,3.5%,0.3%,-9%,0.1%,-8%,-4%
COc1ccc(C(C(=O)NC2CCCC2)N(Cc2ccccc2)C(=O)c2nsc(Cl)c2Cl)cc1 (configuration not stated),-14%,i,43%,13%,-1.2%,12%,-0.3%,-4%,1%
Clc1ccc(CSc2nnc(-c3ccncc3)s2)cc1,-20%,i,25%,-0.9%,2.0%,0%,-0.5%,-5%,-10%
O=C1C(C2=NC(c3ccccn3)C3C(=O)N(c4ccc(Cl)cc4Cl)C(=O)C23)=C(O)c2ccccc21 (configuration not stated),-1%,i,19%,2.6%,-0.3%,10%,-0.1%,-5%,4%
O=C(NCCS(=O)(=O)N1CCN(c2ccccc2F)CC1)c1ccc(Br)o1,5%,x,10%,-1.5%,-0.1%,-1%,-0.7%,-1%,-7%
O=C(CSc1nnc(-c2ccc(Br)cc2)n1C1CCCCC1)N1CCCC1,14%,i,16%,-1.8%,2.1%,-10%,-1.7%,-33%,-7%
COC(=O)C1=C(C(=O)OC)[C@@H]2N(C)c3ccccc3[C@@]23C[C@@H](C(=O)OC)N(C(=O)c2cccs2)C3=N1,13%,i,1%,4.3%,0.4%,-8%,0.1%,-5%,-6%
O=C1NC(=Nc2cccc([N+](=O)[O-])c2)SC1(CO)CO,-13%,x,26%,-0.2%,0.7%,4%,-0.2%,-12%,-10%
COc1cccc(-c2nn(Cc3ccccc3)cc2CO)c1,-18%,x,-14%,-3.9%,0.3%,11%,0.1%,-24%,-8%
O=C(CC1NC(=O)NC1=O)Nc1cccc2ccccc12 (configuration not stated),9%,i,-38%,-4.5%,0.3%,5%,0.2%,-5%,-10%
COC(=O)c1ccc(NC(=O)CSCC(=O)OCC(=O)c2ccc(Br)cc2)cc1,10%,i,-54%,1.9%,-1.1%,2%,-0.2%,-19%,12%
CCC(=O)Nc1cc(C)c(NC(=O)c2ccccc2OC)cn1,3%,i,0%,6.3%,-2.1%,-1%,-0.3%,-49%,-1%
c1ccc2c(-c3ccncc3)c[nH]c2c1,23%,i,-10%,-1.9%,1.7%,6%,0.3%,32%,1%
O=C(Nc1ccccc1)/C(=C/c1ccc2c(c1)OCO2)NC(=O)c1ccco1,3%,i,4%,-0.7%,2.0%,-3%,-0.3%,-19%,1%
Cc1ccc(S(=O)(=O)NC(=O)N2CCCN(Cc3ccc(F)cc3)CC2)cc1,10%,i,-6%,-1.6%,-0.8%,0%,-0.4%,-2%,-3%
Cc1c(-c2ccccc2)nc2ccccc2c1C(=O)NCc1cccs1,8%,i,1%,-2.4%,0.4%,-28%,-0.3%,-19%,-4%
Cc1ccc(S(=O)(=O)Nc2cccnc2)c(C)c1C,9%,x,-55%[20 µM],-0.4%,-1.3%,3%,-0.6%,-15%,-6%
CCc1nc2ccccc2c(C(=O)NCc2ccccc2)c1C,18%,i,-14%[20 µM],x,0.4%,-10%,-0.6%,-5%,2%
CN1CCCN(S(=O)(=O)c2ccc3ccccc3c2)CC1,-26%,x,-12%,-4.1%,0.4%,-16%,-0.1%,-26%,-10%
COc1ccccc1/C=N/NC(=O)CO,6%,i,-19%,-1.6%,2.7%,-5%,-0.3%,-16%,-3%
O=C(CSc1nnc(-c2cccc(F)c2)o1)Nc1nncs1,13%,i,-10%,-3.3%,0.0%,22%,1.1%,4%,-4%
O=c1cc(CCl)nc2sc3ccccc3n12,0%,i,-19%,-1.8%,1.7%,32%,-0.8%,-37%,-5%
CCC(Sc1nc(C)cc(C)n1)C(=O)Nc1ccc(S(N)(=O)=O)cc1 (configuration not stated),9%,i,6%,-2.1%,-0.2%,-22%,0.2%,7%,-1%
COc1ccc(NC(=O)c2ccco2)c(NC(=O)c2ccc([N+](=O)[O-])cc2)c1,13%,x,-25%,7.5%,-0.9%,10%,u,-18%,-2%
CC1CCCN(c2nc3c(c(=O)n(C)c(=O)n3C)n2CCSc2nc3ccccc3o2)C1 (configuration not stated),13%,i,-6%,-1.3%,0.3%,0%,-0.3%,-6%,3%
O=c1c(Cc2ccccc2)c(O)nc2n1CCCS2,2%,i,-26%,-2.4%,-0.5%,-4%,-0.1%,2%,7%
Cc1ccc([N+](=O)[O-])cc1NC1OC(CO)C(O)C1O (configuration not stated),1%,i,-34%,-1.0%,0.4%,0%,0.4%,-12%,-7%
COc1ccc(-c2cc(C(F)(F)F)nc(SCC(=O)NCc3cnn(C)c3C)n2)cc1OC,11%,i,8%,1.8%,-0.8%,18%,-0.1%,4%,3%
CCN(Cc1cc2ccc(C)cc2[nH]c1=O)C(=O)c1cccnc1,-13%,i,-7%,0.6%,44%,4%,-0.1%,-14%,x
CCCN1C(=O)/C(=C2\SC(N3CCCCC3)=NC2=O)c2ccccc21,-3%,i,-11%,-4.6%,-0.2%,-11%,-0.6%,-30%,-4%
O=C(NNc1ccccc1)C(=O)N1CCCCC1,12%,i,27%,0.1%,-0.8%,-5%,-0.5%,-21%,-5%
CN(C)CCN(Cc1cc2cc3c(cc2nc1Cl)OCO3)C(=O)c1ccco1,24%,x,24%,-2.3%,2.4%,6%,-1.1%,-16%,4%
NN(Cc1ccccc1)C(=S)Nc1ccc(Cl)c(Cl)c1,-6%,x,-56%,-2.9%,2.7%,-8%,-0.1%,-11%,-8%
CCO[C@H]1OC(C(=O)NCc2nc3ccccc3[nH]2)=C[C@@H](c2ccccc2)[C@@H]1CCCO,6%,i,-19%,2.2%,0.5%,-1%,0.3%,-37%,-5%
O=C(NC(=S)Nc1ccc(CN2CCCCC2)cc1)c1ccco1,12%,i,-34%[20 µM],0.1%,0.8%,-1%,0.1%,10%,-1%
CC(C)(C)OC(=O)N[C@@H](Cc1ccccc1)c1nnc(SCC(=O)c2ccc(Cl)cc2)o1,14%,i,16%,1.9%,-3.7%,13%,-1.1%,0%,1%
Cn1c(N)c(C(=O)COC(=O)c2cccc(S(=O)(=O)N3CCCCC3)c2)c(=O)n(C)c1=O,7%,i,8%,-5.0%,-1.2%,22%,1.0%,-2%,4%

# Record cards (already shown). Order of screens: HEK293 NOD2/NF-kB | Yfh1-off respiration | KOR beta-arrestin-1 | KOR beta-arrestin-2 | HIV fusion peptide | AID2073 | West Nile virus CPE | NOD1 NF-kB reporter | NS5 inhibitors
# COc1ccccc1/C=N/NC(=O)CO is listed with 6% | i | -19% | -1.6% | 2.7% | -5% | -0.3% | -16% | -3%
# O=C(NNc1ccccc1)C(=O)N1CCCCC1 is listed with 12% | i | 27% | 0.1% | -0.8% | -5% | -0.5% | -21% | -5%
# CCN(Cc1cc2ccc(C)cc2[nH]c1=O)C(=O)c1cccnc1 is listed with -13% | i | -7% | 0.6% | 44% | 4% | -0.1% | -14% | x
# COc1ccc(-c2cc(C(F)(F)F)nc(SCC(=O)NCc3cnn(C)c3C)n2)cc1OC is listed with 11% | i | 8% | 1.8% | -0.8% | 18% | -0.1% | 4% | 3%
# CCc1nc2ccccc2c(C(=O)NCc2ccccc2)c1C is listed with 18% | i | -14%[20 µM] | x | 0.4% | -10% | -0.6% | -5% | 2%

# An excerpt; rates above refer to the full screens.
